High-throughput results deposited in PubChem by several laboratories.
Dynein transport = dynein cargo transport inhibition | 220,000 tested, 0.47% active | AID 1381 | z-score, hits read low | 3617.4 mouse cells, GR-EGFP nuclear translocation imaging; test concentration mostly 20 µM; stimulated with dexamethasone, 1 µM; hits give low values;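 active = plate z-score of nuclear minus cytoplasmic receptor signal below a set negative limit, without overly bright fluorescence or cell loss, cut at about -3.5 in these data, passing the limit was not always enough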;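 also: z-score of nuclear minus cytoplasmic ring GR-EGFP intensity difference per well; some compounds called inactive have numbers as strong as hits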
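Buffer or medium: tetracycline-free induction medium containing charcoal-stripped FBS / Reagent: dexamethasone agonist, 1.0 µM final, for 30 min / Technique: automated 10x imaging of fixed Hoechst-stained cells / Times: induction 48 h, compound 1 h, agonist 30 min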
T cell HTS = modulates CD8 T cell binding to vesicles; 2C CD8+ T cell-vesicle binding, flow cytometry; hits give low values; AID 2052; 330,000 tested, 0.068% active; calls only at 7 µM;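 active = response, share of CD8 T cells binding vesicles, and their 90th percentile fluorescence all below set limits, cut at about 80% in these data, passing the limit was not always enough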
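incubation = binding step 1.5 h, 37 °C, antibody labelling 20 min, ice | test system = 2C mouse CD8+ T cells | read-out basis = percent CD8+ FL2 mean versus row control | controls = Peptide-free naked vesicles (low) and QL9 vesicles with 0.7% DMSO vehicle (high) | detection = flow cytometry of vesicle-bound cells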
bCat nuc transl = beta-catenin nuclear translocation modulation. HeLa beta-catenin nuclear translocation, immunofluorescence imaging. nuclear translocation activity, % at 5 µM. 190,000 tested, 0.3% active;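 active = nuclear translocation activity above 50% at 5 µM, with a well cell count of 50 or more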;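 also: per-cell ratio of nuclear to cytoplasmic median beta-catenin stain intensity; plate controls were DMSO negative control for no effect and GSK-3 inhibitor IX positive control for full effect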
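Test system: human HeLa cells, native beta-catenin. Compound dosing: 5 µM primary single dose, 0.1% DMSO, 0.02–20 µM confirmation series. Incubation: compound exposure 24 h at 37°C. Detection: beta-catenin immunostaining with DAPI counterstain, 20x imaging, 6 fields/well. Read-out basis: Nuclear/cytoplasmic beta-catenin signal ratio, % activation.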
Hep lipid drop = hepatic lipid droplet formation modulation; AML12 mouse hepatocytes, oleate lipid droplets, BODIPY imaging; inhibition, % at 6.5 µM; AID 1656; 240,000 tested, 0.4% active;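 active = lipid droplet intensity inhibited by at least 50%, with more than 500 cells counted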
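System: AML12 hepatocytes (mouse). Probe or stimulus: oleic acid at 100 µM to induce lipid droplet formation. Times: overnight treatment with compound plus oleate. Detection: Image-based BODIPY and DAPI two-channel analysis. Evaluation: percent inhibition of filter-corrected integrated lipid droplet intensity per well.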
PMI inhibitors = inhibitors of human PMI, primary screen, biochemical, fluorescence intensity, coupled assay (AID 1209); 190,000 tested, 0.42% active; one-dose inhibition, % at 20 µM; IC50 in µM for titrated hits; purified PMI enzyme, coupled fluorescence intensity; higher % means a stronger effect; in the data active = inhibition above about 50%;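 also: plate controls were DMSO vehicle for no effect and wells lacking substrate for full effect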
MT stabilizer = microtubule stabilization, imaging screen | % tubulin-high responders, % at 10 µM | 200,000 tested, 0.83% active | HeLa tubulin immunostaining HCS, 24 h; share of cells brighter than vehicle mean+2SD;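 active = plate Z-score above 3 for both tubulin-high and condensed-nucleus cell shares, with cell loss under 80%, at 10 µM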;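 also: anti alpha tubulin signal scored within the nucleus-defined area of each cell; some results filed as inactive read as strong as hits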
Insulin prom up = MIN6 insulin promoter up-regulation | MIN6 insulin promoter-GFP reporter, high-content imaging; hits give high values | z-score at 5 µM | 190,000 tested, 0.3% active | AID 1625;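 active = z-score above 3 at 5 µM with at least 500 cells counted in the well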
TNAP activators = stimulation of alkaline phosphatase TNAP activity – biochemical, luminescent, no phosphate acceptor, uHTS, primary screen (AID 1001) | purified TNAP, luminescent activation assay, no phosphate acceptor; higher activation fold means a stronger effect | one-dose activation fold at 20 µM; EC50 in µM for titrated hits | 200,000 tested, 0.03% active; in the data active = activation fold from about 3, or a potency from the dose series; inactive = the rest, 99 in 100 with activation fold below about 1.6; also: many of its hits are not listed in these tables
Dynein transport cytoplasmic EGFP = recorded beside Dynein transport, whose call it bears; z-score; measured here: cytoplasmic GR-EGFP intensity; hits give high values
Dynein transport nuclear GR-EGFP = further read-out of Dynein transport, marked with its call; z-score; measured here: nuclear GR-EGFP intensity;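 lower value marks the stronger effect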
Dynein transport cell count = also measured in Dynein transport; calls as there; z-score; measured here: cell count per field
Insulin prom up cell count = recorded beside Insulin prom up, whose call it bears; cell count; measured here: cytotoxicity, nuclei count;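 total cells summed across four imaged fields per well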
Hep lipid drop cells 6.5 µM = further read-out of Hep lipid drop, marked with its call; cell count; measured here: cell count, cytotoxicity flag;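 cells counted across two imaged fields per well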
bCat nuc transl cell count 5 µM = second read-out of bCat nuc transl, no call of its own (marks repeat the call); cell count; measured here: cell count, cytotoxicity flag
T cell HTS vesicle-bound % = also measured in T cell HTS; calls as there; double positive events, %; measured here: CD8+ vesicle-bound cell fraction;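 binding gate set so that unloaded-vesicle control wells show 10% double positive cells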
MT stabilizer Hoechst-high % = also measured in MT stabilizer; calls as there; % Hoechst-high responders; measured here: nuclear condensation Hoechst responders;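 share of cells brighter than vehicle mean plus two SD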
MT stabilizer cytotoxicity % = also measured in MT stabilizer; calls as there; toxicity, %; measured here: cytotoxicity by cell density;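 0% = mean cell density of plate MIN control wells and 100% = no cells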
Active calls of the source: *; i = inactive; nt = no result given. An excerpt (hit frequency here may not be typical).

SMILES	Dynein transport	Dynein transport cytoplasmic EGFP	Dynein transport nuclear GR-EGFP	Dynein transport cell count	T cell HTS	T cell HTS vesicle-bound %	bCat nuc transl	Hep lipid drop	Hep lipid drop cells 6.5 µM	PMI inhibitors	MT stabilizer	Insulin prom up	TNAP activators	others
COc1cc(Cl)c(C)cc1NC(=O)c1ccccc1NC(=O)CN1CCOCC1	nt	nt	nt	nt	i	27	nt	-2	810	nt	nt	nt	nt
COc1ccc(Cl)cc1Nc1nc2ccc(C)cc2n2cnnc12	nt	nt	nt	nt	i	44	nt	44	788	nt	nt	nt	nt
CC(=O)c1sc(NC(=O)CCS(=O)(=O)c2ccccc2)nc1C	nt	nt	nt	nt	i	34	nt	3	875	nt	nt	nt	nt
Cc1cccc(C(=O)N2CCc3cc(-c4csc(NC(=O)CN5CCCC5)n4)ccc32)c1	nt	nt	nt	nt	i	19	nt	-2	610	nt	nt	nt	nt
O=C(NC1CCCC1)c1ccc(Br)c(S(=O)(=O)N2CCCCC2)c1	nt	nt	nt	nt	i	42	nt	8	831	nt	nt	nt	nt
Cc1ccc(OCCC(=O)OCC(=O)Nc2ccccc2)cc1	nt	nt	nt	nt	i	15	nt	0	816	nt	nt	nt	nt
O=C(Nc1ccccc1C(=O)Nc1ccncc1)c1ccc([N+](=O)[O-])cc1	nt	nt	nt	nt	i	26	nt	11	805	nt	nt	nt	nt
CCc1ccc(C(C)(O)C(CN2CCOCC2)c2ccccc2)cc1 (centres undefined)	nt	nt	nt	nt	i	37	nt	2	825	nt	nt	nt	nt
COc1cccc(OCCNC(=O)c2cc(OC)c(OC)c(OC)c2)c1	nt	nt	nt	nt	i	62	nt	2	821	nt	nt	nt	nt
Cc1ccc(Cn2nnc3c(=O)[nH]c(C4CCN(S(=O)(=O)/C=C/c5ccccc5)CC4)nc32)cc1	nt	nt	nt	nt	i	34	nt	2	823	nt	nt	nt	nt
COc1ccc(C2C(C(=O)c3ccc(C)o3)=C(O)C(=O)N2Cc2cccnc2)cc1OC (centres undefined)	nt	nt	nt	nt	i	10	nt	-4	821	nt	nt	nt	nt
O=C1C([N+](=O)[O-])=C(O)c2cccc3cccc1c23	nt	nt	nt	nt	i	1	nt	13	721	nt	nt	nt	nt
O=C(CNC(=O)c1ccc(F)cc1)c1ccc(Cl)cc1	nt	nt	nt	nt	i	31	nt	-7	773	nt	nt	nt	nt
COc1ccc(CCNC(=O)CSc2nnc(-c3ccco3)c(-c3ccco3)n2)cc1OC	nt	nt	nt	nt	i	19	nt	-26	824	nt	nt	nt	nt
CCc1nn2c(=O)c(S(=O)(=O)Nc3cccc(F)c3)c(C)nc2s1	nt	nt	nt	nt	i	49	nt	-6	859	nt	nt	nt	nt
COc1cccc(-c2ccc(SCC(=O)NC3CCCCC3)nn2)c1	nt	nt	nt	nt	i	13	nt	-4	782	nt	nt	nt	nt
O=C(NCc1ccc2c(c1)OCO2)c1cc(F)c(F)cc1Cl	nt	nt	nt	nt	i	11	nt	-8	745	nt	nt	nt	nt
Cc1cccc(NNC(=S)Nc2c(C)cccc2C)c1	nt	nt	nt	nt	i	39	nt	-4	738	nt	nt	nt	nt
Cc1ccc(NC(=S)N2C3CCCC2CC(NC(=O)C2CC2)C3)cc1C (centres undefined)	nt	nt	nt	nt	i	13	nt	-6	793	nt	nt	nt	nt
O=C(c1ccc(Br)cc1)C(CN1CCOCC1)c1ccccc1 (centres undefined)	nt	nt	nt	nt	i	26	nt	3	678	nt	nt	nt	nt
Oc1cccc(Nc2c3ccccc3nc3ccccc23)c1	nt	nt	nt	nt	i	58	nt	-32	653	nt	nt	nt	nt
O=C(CN(C(=O)CCC(=O)Nc1nccs1)c1cccc(F)c1)NCc1ccccc1	nt	nt	nt	nt	i	37	nt	3	823	nt	nt	nt	nt
CC(C)NC(=O)c1ccc(CSCc2ccccc2Cl)o1	nt	nt	nt	nt	i	50	nt	6	810	nt	nt	nt	nt
CCn1c2ccccc2c2nnc(SCc3cc(=O)n4ccsc4n3)nc21	nt	nt	nt	nt	nt	nt	-7.4	nt	nt	8%	nt	nt	1	bCat nuc transl cell count 5 µM=1027
N#Cc1cc2c(=O)n3ccccc3nc2n(CCN2CCOCC2)c1=O	nt	nt	nt	nt	nt	nt	-0.1	nt	nt	2%	nt	nt	1	bCat nuc transl cell count 5 µM=1135

6 compounds drawn at random from the list so far:
SMILES	Dynein transport	Dynein transport cytoplasmic EGFP	Dynein transport nuclear GR-EGFP	Dynein transport cell count	T cell HTS	T cell HTS vesicle-bound %	bCat nuc transl	Hep lipid drop	Hep lipid drop cells 6.5 µM	PMI inhibitors	MT stabilizer	Insulin prom up	TNAP activators	others
Cc1cccc(NNC(=S)Nc2c(C)cccc2C)c1	nt	nt	nt	nt	i	39	nt	-4	738	nt	nt	nt	nt
N#Cc1cc2c(=O)n3ccccc3nc2n(CCN2CCOCC2)c1=O	nt	nt	nt	nt	nt	nt	-0.1	nt	nt	2%	nt	nt	1	bCat nuc transl cell count 5 µM=1135
COc1ccc(CCNC(=O)CSc2nnc(-c3ccco3)c(-c3ccco3)n2)cc1OC	nt	nt	nt	nt	i	19	nt	-26	824	nt	nt	nt	nt
Cc1cccc(C(=O)N2CCc3cc(-c4csc(NC(=O)CN5CCCC5)n4)ccc32)c1	nt	nt	nt	nt	i	19	nt	-2	610	nt	nt	nt	nt
COc1cccc(OCCNC(=O)c2cc(OC)c(OC)c(OC)c2)c1	nt	nt	nt	nt	i	62	nt	2	821	nt	nt	nt	nt
O=C1C([N+](=O)[O-])=C(O)c2cccc3cccc1c23	nt	nt	nt	nt	i	1	nt	13	721	nt	nt	nt	nt

Next section:
SMILES	Dynein transport	Dynein transport cytoplasmic EGFP	Dynein transport nuclear GR-EGFP	Dynein transport cell count	T cell HTS	T cell HTS vesicle-bound %	bCat nuc transl	Hep lipid drop	Hep lipid drop cells 6.5 µM	PMI inhibitors	MT stabilizer	Insulin prom up	TNAP activators	others
CCN1CCN(Cc2nc3c(c(=O)n(C)c(=O)n3C)n2CCCc2ccccc2)CC1	nt	nt	nt	nt	nt	nt	-7.3	nt	nt	7%	nt	nt	1.1	bCat nuc transl cell count 5 µM=1065
CC(C)C(=O)N1CCC2(CC1)Oc1ccc(F)cc1C(=O)C21CC(c2cccnc2)=NO1 (centres undefined)	-0.026	-0.75	0.093	0.1	nt	nt	-2.4	nt	nt	nt	nt	0.05	nt	Insulin prom up cell count=1074;bCat nuc transl cell count 5 µM=1205
COC/C=C/C1=CC2=CC(=O)C(C)(OC(=O)c3ccco3)C(=O)C2=CO1 (centres undefined)	0.058	-0.7	0.083	0.13	nt	nt	-0.7	nt	nt	nt	nt	0.69	nt	Insulin prom up cell count=1008;bCat nuc transl cell count 5 µM=1165
CC(=O)c1ccc(-c2ccccc2[C@H]2[C@H]3C=CC[C@@H](C)[C@@H]3C(=O)N2Cc2ccccc2)cc1	-0.44	-0.67	-0.042	-1.1	nt	nt	-2.3	5	665	nt	nt	nt	nt	bCat nuc transl cell count 5 µM=1192
Clc1ccc(C2[C@H]3CN(Cc4ccc(-c5ccccc5)cc4)[C@H](c4ccccc4)C34CC2(c2cccnc2)C4)cn1 (some centres undefined)	0.45	-0.6	0.17	0.11	nt	nt	-0.2	-1	709	nt	nt	nt	nt	bCat nuc transl cell count 5 µM=1379
CCCCNC(=O)C(c1ccc(OCC(=O)OC)c(C(=O)OC)c1)N(CCc1c[nH]c2ccccc12)C(=O)CCCCCN1C(=O)NC(c2ccc(-c3ccccc3)cc2)C(C(=O)OCc2ccccc2)=C1C (centres undefined)	0.31	-0.65	0.29	-0.44	nt	nt	3.4	-2	655	nt	nt	nt	nt	bCat nuc transl cell count 5 µM=1128
C/C=C(\C)C(=O)N1CC2(CC(c3cccc(NC(=O)CC(c4ccccc4)c4ccccc4)c3)=NO2)C[C@H]1C(N)=O (some centres undefined)	0.65	-0.8	0.55	-0.21	nt	nt	-1.3	-10	660	nt	nt	nt	nt	bCat nuc transl cell count 5 µM=1130
COc1ccccc1N1CCN(CCN2C(=O)CC(=C3c4ccccc4-c4ccccc43)C2=O)CC1	0.65	0.48	1	-2	i	28	nt	nt	nt	nt	7.3	nt	nt	MT stabilizer Hoechst-high %=1.9;MT stabilizer cytotoxicity %=5.2
CCOc1cc(-c2nc(-c3cc(OC)c(OC)c(OC)c3)no2)cc(OCC)c1OCC	-0.34	-0.23	0.028	0.77	i	52	nt	nt	nt	nt	1.6	nt	nt	MT stabilizer Hoechst-high %=2.7;MT stabilizer cytotoxicity %=6.2
Cc1nc2c(sc3nc4c(cc32)COC(C)(C)C4)c(=O)n1CC(=O)NCc1ccco1	2.3	0.11	1.5	-2	i	10	nt	nt	nt	nt	28*	nt	nt	MT stabilizer Hoechst-high %=30*;MT stabilizer cytotoxicity %=68*
CN(CC(=O)Nc1ccc(F)c(F)c1F)c1cnccn1	-1.3	-0.1	-0.45	-0.058	i	12	nt	nt	nt	nt	14	nt	nt	MT stabilizer Hoechst-high %=3.7;MT stabilizer cytotoxicity %=23
COc1ccc(C(=O)Oc2c(CN3CCOCC3)cc(Cl)c3cccnc23)cc1OC	-0.84	-0.024	-0.23	-0.051	i	32	nt	nt	nt	nt	1.4	nt	nt	MT stabilizer Hoechst-high %=2.7;MT stabilizer cytotoxicity %=0.1
COC(=O)c1sc(NC(=O)c2cnccn2)c(C(=O)OC)c1C	1.6	-0.15	1.4	-1.2	i	7	nt	nt	nt	nt	2.3	nt	nt	MT stabilizer Hoechst-high %=0.1;MT stabilizer cytotoxicity %=41
